Screening data from PubChem BioAssay.
UHRF1 MBD2 ctr: UHRF1 methylated DNA binding inhibitors, primary screen, counter-screen for MBD2 inhibitor project, biochemical, TR-FRET, human UHRF1, single concentration; E3 ubiquitin-protein ligase UHRF1 (Homo sapiens), Q96T88; UHRF1 binding to methylated oligo; inhibition, % at 4.4 µM; 370,000 tested, 0.75% active; AID 687016, 2013; in the data active = inhibition above about 21%;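 note: UHRF1 SRA domain binding a hemimethylated CpG hairpin DNA probe; 0% = median of test compound wells and 100% = reference inhibitor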
ADAM17 inh: ADAM17 inhibitors, primary screen, biochemical, QFRET. recombinant ADAM17, EDANS/DABCYL FRET peptide cleavage. Disintegrin and metalloproteinase domain-containing protein 17 (Homo sapiens), P78536. inhibition, % at 6.95 µM. 370,000 tested, 0.83% active. AID 720648, 2013;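 active = inhibition above the mean of compounds lying between control limits plus 3 SD, set per campaign, cut at about 8.5% in these data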;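 note: 0% = DMSO-only wells as the low control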
PLCg1 inh: PLC-gamma1 enzyme inhibitors, primary screen, biochemical, fluorescence, purified enzyme; 1-phosphatidylinositol 4,5-bisphosphate phosphodiesterase gamma-1 (Homo sapiens), P19174; fluorogenic substrate; inhibition, % at 12.2 µM; 370,000 tested, 0.84% active; in the data active = inhibition above about 9.5%
KLK7 zymogen act: proKLK7 zymogen activators, primary screen, biochemical, fluorescence intensity. Kallikrein-7 (Homo sapiens), P49862. activation, % at 7 µM. purified proKLK7, EDANS-DABCYL substrate fluorescence; 100% is mature enzyme control, 0% vehicle. AID 652039, 2013. 370,000 tested, 0.9% active;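 active = activation above the mean of all tested compounds plus 3 SD, computed per campaign excluding outliers beyond control limits, cut at about 13% in these data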
ASAP1 GAP inh: inhibitors of human ASAP1 ArfGAP activity, primary screen, biochemical, fluorescence polarization; AID 624377, 2012; ASAP1-stimulated ARF1 GTP hydrolysis, GDP FP detection; inhibition, % at 16.5 µM; Arf-GAP with SH3 domain, ANK repeat and PH domain-containing protein 1 (Homo sapiens), …; 360,000 tested, 0.19% active; in the data active = inhibition above about 25%;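 note: 0% = vehicle with enzyme and substrate and 100% = no enzyme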
ARFGAP1 inh: inhibitors of rat ARFGAP1 GAP activity, primary screen, biochemical, fluorescence polarization, GDP tracer. Arfgap1-stimulated ARF1 GTP hydrolysis, GDP FP detection. 360,000 tested, 0.26% active. AID 651572, 2012. inhibition, % at 16.5 µM. ADP-ribosylation factor GTPase-activating protein 1 (Rattus norvegicus), Q62848;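 active = inhibition above a per-plate limit, mean inhibition of low control wells plus 3 SD, cut at about 25% in these data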;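 note: 0% = DMSO wells with enzyme and 100% = wells lacking Arfgap1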
Target sequence (Q62848 1-136 limits assumed): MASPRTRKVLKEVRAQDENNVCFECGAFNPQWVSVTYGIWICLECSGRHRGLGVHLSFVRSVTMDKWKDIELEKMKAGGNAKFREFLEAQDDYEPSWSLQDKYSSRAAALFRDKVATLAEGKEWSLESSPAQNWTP
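Repeats: one replicate per compound; assay system: rat Arfgap1 catalytic domain, aa 1-136; times: enzyme reaction 120 min at 25 °C after 20 min preincubation; detection: FP of antibody-bound GDP Alexa 633 tracer, ex 620/em 688 nm; benchmarks: high control wells lacking Arfgap1, low control full reaction with DMSO; reagent: human ARF1(Δ1-17)-GTP substrate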
MBD2 DNA inh: inhibitors of MBD2 binding to methylated DNA, primary screen, biochemical, TR-FRET, DNA-binding domain, human | Methyl-CpG-binding domain protein 2 (Homo sapiens), Q9UBB5 | inhibition, % at 4.4 µM | MBD2 binding to methylated oligonucleotide | 370,000 tested, 0.31% active; in the data active = inhibition above about 13%
Target sequence (Q9UBB5 whole entry, looked up, the tested form may be a part): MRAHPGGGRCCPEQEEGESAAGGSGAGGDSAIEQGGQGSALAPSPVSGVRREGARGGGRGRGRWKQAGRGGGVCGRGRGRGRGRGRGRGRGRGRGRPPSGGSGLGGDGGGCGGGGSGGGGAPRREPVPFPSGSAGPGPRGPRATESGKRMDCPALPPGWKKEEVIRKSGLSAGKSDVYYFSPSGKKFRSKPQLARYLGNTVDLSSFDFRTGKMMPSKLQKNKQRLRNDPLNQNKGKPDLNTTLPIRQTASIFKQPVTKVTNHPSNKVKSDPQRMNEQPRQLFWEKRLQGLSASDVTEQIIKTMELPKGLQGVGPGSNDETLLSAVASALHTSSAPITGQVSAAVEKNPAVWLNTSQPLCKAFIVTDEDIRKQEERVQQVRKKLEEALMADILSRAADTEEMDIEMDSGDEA
PLC-beta3 inh: human PLC-beta3 inhibitors, primary screen, biochemical, fluorescence. 370,000 tested, 0.18% active. Purified PLC-beta3, fluorogenic substrate. AID 720704, 2013. inhibition, % at 12.2 µM; in the data active = inhibition above about 11%;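 note: 0% = median of compound wells on plate and 100% = full blocker control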
Tn6 DDE FP: inhibitors of Tn6 peptide binding to fibrin DD(E), primary screen, biochemical, fluorescence polarization, human fibrin, Tn6 probe | Fibrin DD(E) TRITC-Tn6 fluorescence polarization displacement | inhibition, % at 8.3 µM | 370,000 tested, 0.21% active;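 active = inhibition above a per-campaign cutoff: mean of compounds within control limits plus 3 SD, cut at about 15% in these data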;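 note: 0% = median of all compound wells on the plate and 100% = blocking peptide control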
Target sequence (P02675 whole entry, looked up): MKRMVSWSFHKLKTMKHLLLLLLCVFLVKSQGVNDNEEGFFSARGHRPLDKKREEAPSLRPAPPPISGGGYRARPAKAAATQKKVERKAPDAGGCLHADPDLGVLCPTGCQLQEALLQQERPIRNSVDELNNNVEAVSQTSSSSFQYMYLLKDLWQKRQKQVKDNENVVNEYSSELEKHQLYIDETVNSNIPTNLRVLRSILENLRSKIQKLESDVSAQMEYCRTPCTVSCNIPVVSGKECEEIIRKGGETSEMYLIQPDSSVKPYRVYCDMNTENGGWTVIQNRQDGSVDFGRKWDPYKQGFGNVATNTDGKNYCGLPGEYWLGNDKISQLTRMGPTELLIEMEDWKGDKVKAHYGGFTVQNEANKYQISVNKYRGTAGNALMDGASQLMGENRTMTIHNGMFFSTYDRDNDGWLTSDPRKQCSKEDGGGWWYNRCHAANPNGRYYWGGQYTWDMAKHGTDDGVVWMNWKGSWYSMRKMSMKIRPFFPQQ
DDE Tn7 FP inh: inhibitors of Tn7 peptide binding to fibrin DD(E), primary screen, biochemical, fluorescence polarization, human fibrin, Tn7 probe; FP displacement of FITC-Tn7 peptide from fibrin DD(E); 0% = median of compound wells per plate; inhibition, % at 8.3 µM; 370,000 tested, 0.13% active; AID 720508, 2013;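 active = inhibition above the mean of compounds falling within the control limits plus 3 SD of them, cut at about 14% in these data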;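 note: 0% = plate median of compound wells and 100% = 10 µM Aha-Tn7 peptide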
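Test system – human fibrin DD(E) · Times – 10 min preincubation, 3 h with tracer, room temperature · Detection – fluorescence polarization of the labelled Tn7 tracer · Measure – percent inhibition normalized to high-control wells · Benchmarks – high control wells with 10 µM unlabelled Aha-Tn7 peptide (full inhibition) · Repeats – singlicate testing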
* marks the source's active call; other numbers are inactive results; nt = no result given.

SMILES	UHRF1 MBD2 ctr	ADAM17 inh	PLCg1 inh	KLK7 zymogen act	ASAP1 GAP inh	ARFGAP1 inh	MBD2 DNA inh	PLC-beta3 inh	Tn6 DDE FP	DDE Tn7 FP inh
CN(CC(=O)Nc1ccccc1Cl)C(=O)Cn1nnc(-c2ccc(F)cc2)n1	1	-4	-2	0.0	-12	-6	-5	1	1	3
CC(C)(O)C#Cc1ccc(C(=O)NCc2cccs2)s1	1	-2	1	-0.3	1	5	-2	1	0	-4
O=C(CC1SC(=O)N(c2ccccc2)C1=O)Nc1ccccc1 (stereo unspecified)	-11	9.3*	6	-0.3	0	3	-4	0	-1	2
Cc1cc(C)n(-c2ncnc3sc4c(c23)CCCC4)n1	-2	-15	-17	0.5	2	9	-1	-17	0	4
CCC1CCCCN1S(=O)(=O)c1ccc(C(=O)Nc2nnc(C3CC3)o2)cc1 (stereo unspecified)	-1	-1	0	-0.8	2	-3	3	-8	-5	7
CCCS(=O)(=O)NC(=O)C1(C)CCN(C(=O)CSc2ccccc2)C1 (stereo unspecified)	0	-3	3	0.4	21	-8	0	-1	3	3
CCN(CC)CCn1c2ccccc2c(=O)c2c(O)ccc(O)c21	-12	-13	-52	-0.3	-1	-7	-15	-66	3	-3
CCCCNC(=O)C[C@@H]1C(=O)N(CCc2ccc(Cl)cc2)/C2=C/CCCCC[C@@]21C(=O)OCC	-2	4	1	0.1	nt	nt	-2	5	7	3
CC1CCN(Cc2nc(Cl)c3c4c(sc3n2)CCC4)CC1	-1	-2	1	0.3	5	9	1	-2	-1	2
O=C(NC1CC1)c1cccc(NC(=O)C2CCN(S(=O)(=O)c3cccc(C(F)(F)F)c3)CC2)c1	1	-3	0	0.5	-9	-4	-1	-6	-6	5
CCCCSc1nc(O)c(C2OC(=O)c3c2ccc(OC)c3OC)c(=O)n1C (stereo unspecified)	-1	-2	1	0.0	2	-2	2	-2	-1	4
CCOC(=O)/C=C(\C)Sc1cc(O)c2ccccc2c1O	7	-1	7	-0.1	29*	21	-4	-4	-70	-2
O=c1c([N+](=O)[O-])cn(Cc2ccccc2)c(=O)n1Cc1ccccc1	0	-6	2	-1.9	3	2	-11	-1	7	-2
CN(C)c1ccc([N+](=O)[O-])cc1C(=O)O	0	5	3	0.1	0	5	-4	4	4	7
Cc1ccc(C)c(OCC(=O)O/N=C(\N)c2cccnc2)c1	-1	-3	-40	0.5	-2	10	-2	-73	1	-5
COc1ccc(S(=O)(=O)N2CCN(CC(=O)c3[nH]c(C)c(C(C)=O)c3C)CC2)cc1OC	-1	-4	3	-0.1	2	-5	3	-6	6	7
CC1CCC2(CC1)NC(=O)N(CC(=O)Nc1ccc(N3CCCCC3)cc1)C2=O (stereo unspecified)	2	-4	4	-0.1	9	-3	1	-4	-1	4
CCC(=O)Nc1ccc(OCc2nnc3c4ccccc4c(C)nn23)cc1	11	-7	-1	-0.3	-7	-4	3	-7	-8	-9
CC(C)CCOC(=O)C1C(c2ccccc2)C(C(=O)O)C1c1ccccc1 (stereo unspecified)	0	3	0	0.3	-3	-1	-3	1	-12	-5
Cc1ccc(S(=O)(=O)/N=C2/C=C(C3C(=O)CC(C)(C)CC3=O)C(=O)c3ccccc32)cc1	4	0	-5	0.8	-3	5	-13	-19	-9	-4
O=C(CSc1nc2ccccc2c(=O)n1-c1ccc(F)c(Cl)c1)Nc1cccc(S(=O)(=O)N2CCOCC2)c1	-2	10*	-1	-0.3	11	0	-2	0	4	3
CCOC(=O)C1CCCN(C(=O)c2cccc3ccccc23)CC1 (stereo unspecified)	-1	-3	1	0.3	-9	8	0	1	-1	3
CCOc1ccc(S(=O)(=O)NCc2cccnc2)cc1C	-2	0	-1	-0.3	-5	8	-4	3	-8	-4
CN(Cc1nnc(-c2ccc(F)cc2)o1)c1ccccc1	1	-1	-1	0.1	1	5	-2	-5	6	5

3 entries from above, with values under each structure:
Fields – UHRF1 MBD2 ctr, ADAM17 inh, PLCg1 inh, KLK7 zymogen act, ASAP1 GAP inh, ARFGAP1 inh, MBD2 DNA inh, PLC-beta3 inh, Tn6 DDE FP, DDE Tn7 FP inh
- CCCCNC(=O)C[C@@H]1C(=O)N(CCc2ccc(Cl)cc2)/C2=C/CCCCC[C@@]21C(=O)OCC
  -2, 4, 1, 0.1, nt, nt, -2, 5, 7, 3
- CC1CCN(Cc2nc(Cl)c3c4c(sc3n2)CCC4)CC1
  -1, -2, 1, 0.3, 5, 9, 1, -2, -1, 2
- O=C(NC1CC1)c1cccc(NC(=O)C2CCN(S(=O)(=O)c3cccc(C(F)(F)F)c3)CC2)c1
  1, -3, 0, 0.5, -9, -4, -1, -6, -6, 5

Additional entries:
SMILES	UHRF1 MBD2 ctr	ADAM17 inh	PLCg1 inh	KLK7 zymogen act	ASAP1 GAP inh	ARFGAP1 inh	MBD2 DNA inh	PLC-beta3 inh	Tn6 DDE FP	DDE Tn7 FP inh
FC(F)(F)c1ccc(-c2cccc3c2C2CC3CCN2Cc2ccc3c(c2)OCO3)cc1 (stereo unspecified)	-4	1	-2	-0.6	0	-2	0	1	-1	1
COc1cc(CNC(=O)C2CCC(=O)N(C3CCCCCC3)C2)cc(OC)c1 (stereo unspecified)	1	-8	0	-0.6	-15	0	1	-6	9	6
CC(C)(CNC(=O)c1ccccc1F)CNC(=O)c1ccccc1F	2	-1	0	0.1	5	-14	3	-5	-6	-6
Cc1cc(Cl)ccc1NNC(=O)CCc1ccccc1	1	-5	0	-0.3	7	-4	2	-3	7	7
Cc1ccc2nc(N(CCN3CCOCC3)C(=O)CCS(=O)(=O)c3ccccc3)sc2c1	0	-3	-3	0.5	6	9	-2	4	-5	-6
CC1(C)CC(=O)C=C(Nc2cccc(F)c2)C1	3	-2	2	0.6	-1	0	-2	-4	-1	-4
O=C(CSc1nnc2c(n1)[nH]c1ccccc12)NC1CCCCC1	0	1	1	0.6	-12	12	-1	-5	-10	-6
NC(=O)C1CCN(c2ncnc3c2c(-c2ccccc2)cn3-c2ccccc2)CC1	2	-2	6	0.2	9	-5	-2	-1	2	-1
COC1=C/C(=C/c2c(N)n3c(nc2=O)sc2cc(S(C)(=O)=O)ccc23)C=CC1=O	-1	-22	-23	-1.0	4	6	-6	-31	-2	-3
C[C@@H]1COc2cc(N3CCOCC3)ccc2S(=O)(=O)N1	14	1	4	-0.3	-1	-7	5	3	9	4
COc1ccc(C(CC(=O)O)NC(=O)c2ccco2)cc1 (stereo unspecified)	2	-7	-4	0.3	11	9	0	0	-5	-1
CC(=O)Nc1ccc(NC(=O)COC(=O)Cn2cnc3ccccc32)cc1	10	-2	-3	-0.5	3	-3	6	0	-2	7
CCOC(=O)C1=C(CC)Nc2ccccc2N=C1NC(=O)c1ccc(OC)c(S(=O)(=O)N2CCOCC2)c1	4	-7	9	0.2	-1	2	8	-5	-9	-2
COC(=O)C1=C(C)N(Cc2cccc(C(F)(F)F)c2)C(=NCc2ccccc2C(F)(F)F)NC1c1cccc(F)c1 (stereo unspecified)	-2	9.6*	5	-0.7	-2	27*	0	4	1	-10
O=C(Cc1cccc(NC(=O)C2CCCN(C(=O)C3CCCCC3)C2)c1)Nc1ccc(C(=O)N2CCCCC2)cc1 (stereo unspecified)	0	-3	3	0.1	-12	15	-7	5	-3	5
CCC1(c2ccc(Cl)cc2)NC(=O)N(CC(=O)NC2CCCCCC2)C1=O (stereo unspecified)	1	-5	5	0.7	2	-15	4	0	10	-1
COc1ccccc1S(=O)Cc1ccc(C(=O)NCc2ccccc2Cl)o1 (stereo unspecified)	-1	-3	0	-0.3	9	2	4	-1	3	-4
COCCn1c(C)cc(C(=O)CSc2nc3nc(C)cc(C)n3n2)c1C	0	3	3	-0.6	5	14	1	4	-8	-12
CN(C)CCNc1oc(COc2ccc(Cl)cc2Cl)nc1C#N	0	-13	-28	2.1	-6	-4	0	-43	0	-5
CC(=O)c1nn(-c2cccc(Br)c2)cc1C(=O)c1ccc(C)cc1	-4	-3	3	0.2	1	-2	-7	3	-1	-1
CC(C)=CC(=O)Nc1nc2ccc([N+](=O)[O-])cc2s1	12	-2	4	-0.5	2	6	9	1	-8	0
O=C(NCCS(=O)(=O)NCc1cccnc1)c1ccccc1	-2	0	3	-0.3	-14	2	0	-4	4	-1
Cc1cc(NC(=O)CSc2nnc(C)c(=O)n2N)no1	0	-3	1	0.0	4	-6	0	-3	-1	-6
CC(=O)OC1OCCOC1NC(=S)Nc1ccc(C)cc1 (stereo unspecified)	3	-1	3	-0.3	8	1	0	-2	5	1
O=C1N/C(=N/N=C/c2ccccc2O)SC1Cc1ccc(F)cc1 (stereo unspecified)	0	-8	-83	-0.9	2	3	5	-131	-5	-1
CN(c1ccccc1C(=O)NC1CCCCC1)S(=O)(=O)c1ccccc1	4	-1	3	0.5	3	-1	-6	-8	-2	-5
O=C(CSc1nnc(NC2CC2)s1)c1ccc[nH]1	3	-1	-3	0.0	7	-1	-1	1	-3	4
CCOC(=O)c1ccc(S(=O)(=O)N2CCC(C(=O)N3CCN(c4ccccc4OC)CC3)CC2)cc1	0	-4	1	0.4	-19	-1	0	-1	1	4
O=C(Nc1ccccc1)c1cccc(-c2nnc(-c3ccccc3)o2)c1	-1	-5	1	0.2	9	-3	-1	4	4	-6
CCn1c2ccccc2c2cc(NC(=O)c3cc(OC)c(OC)c(OC)c3)ccc21	-1	0	-3	0.1	12	-5	-2	-2	-7	-7
COc1ccccc1CNC(=O)CSc1ccc(Br)cc1	4	-1	0	-0.1	10	-10	3	-2	-8	1
O=C(O)CCC1COc2ccccc2O1 (stereo unspecified)	-2	4	11*	-0.2	5	-16	-6	10	-1	1
COc1ccc(-c2csc(N3CCC(C(N)=O)(N4CCCCC4)CC3)n2)cc1	-2	-4	-6	0.3	10	-1	7	-11	-2	2
COc1ccc(C(=O)NNc2ccccc2)cc1	2	-1	5	-0.2	-5	8	0	4	9	-3
Cc1ccc(C(=O)N2N=C(c3ccccc3)CC2(O)C(F)(F)F)o1 (stereo unspecified)	-1	2	3	-0.1	-6	-8	2	-2	2	-4
Cc1ccc(/C(N)=N/OC(=O)c2ccc3ccccc3c2)cc1	2	0	0	-0.1	-2	-7	1	-4	-11	-1
